uPA surface inh – qHTS for Inhibitors of Cell Surface uPA Generation | cell surface uPA generation assay, qHTS | Potency, µM (highest dose often 38.3 µM), for inactives: at the top dose activity change, negative = inhibition, usual class: inhibitors | actives 0.31% (n = 330,000); active = well fitted inhibition curve with a large enough effect; inconclusive = small, poorly fitted or top-dose-only effect; inactive = no such curve, though single readings can be large or run the other way; tested in mouse RAW 264.7 cells; also: potency is read from the fitted curve at half-maximal effect; % is scaled to controls: 0 for no effect and ±100 for the full control effect; nearly all actives have a fitted effect of over 55% in size
B2AR arrestin – qHTS assay of beta-arrestin-biased ligands of beta2-adrenergic receptor; Beta-2 adrenergic receptor (Homo sapiens), P07550; actives 0.02% (n = 330,000); Potency, µM (series often up to 46.1 µM), for the others: top-dose activation, hits mostly activators; beta-arrestin recruitment to beta2AR, cell-based reporter;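 also: potency is read from the fitted curve at half-maximal effect; 0% = DMSO controls and full agonism = EC100 isoproterenol or metaproterenol; nearly all actives have a fitted effect of over 65% in size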
Tb PFK block – qHTS Assay to Find Inhibitors of T. brucei phosphofructokinase. ATP-dependent 6-phosphofructokinase (Trypanosoma brucei brucei), O15648. T. brucei PFK, ADP-Glo luminescence. Potency, µM (series often up to 57.5 µM), inactives show top-dose activity, negative = inhibition, actives largely listed as inhibitors. actives 0.17% (n = 330,000). AID 485367, 2010;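 also: potency is read from the fitted curve at half-maximal effect; 0% = uninhibited 1x PFK enzyme wells and -100% = no-enzyme wells; nearly all actives have a fitted effect of over 60% in size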
Target sequence (O15648 whole entry, looked up): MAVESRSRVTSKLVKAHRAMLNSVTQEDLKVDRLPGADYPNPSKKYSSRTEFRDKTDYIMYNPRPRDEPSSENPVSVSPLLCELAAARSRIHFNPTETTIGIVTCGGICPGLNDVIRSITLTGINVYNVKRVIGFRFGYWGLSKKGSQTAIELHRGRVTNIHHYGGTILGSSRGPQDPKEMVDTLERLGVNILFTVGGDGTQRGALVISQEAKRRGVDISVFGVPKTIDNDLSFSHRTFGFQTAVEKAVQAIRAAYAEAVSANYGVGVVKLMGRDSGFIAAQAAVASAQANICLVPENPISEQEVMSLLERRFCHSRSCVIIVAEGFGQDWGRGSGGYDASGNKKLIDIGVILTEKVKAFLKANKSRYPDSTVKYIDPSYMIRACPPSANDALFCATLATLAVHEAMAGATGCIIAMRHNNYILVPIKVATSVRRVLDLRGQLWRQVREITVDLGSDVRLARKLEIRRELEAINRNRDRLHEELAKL
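In TEA buffer at pH 8.0 with 5 mM MgCl2, enzyme (1.25 nM) converted F6P (0.5 mM) and ATP (0.1 mM) for 45 min at room temperature. ADP product was read by luciferase luminescence.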
Mito fusion yeast – qHTS Assay for Small Molecule Inhibitors of Mitochondrial Division or Activators of Mitochondrial Fusion; S. cerevisiae fusion-defective mutant growth rescue, CellTiterGlo 48 h; Potency, µM (top dose mostly 46.1 µM), inactives show top-dose growth rescue (activation), actives largely listed as activators; actives 0.23% (n = 320,000); AID 485298, 2010;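 also: potency is read from the fitted curve at half-maximal effect; % of control where 0% means no effect; nearly all actives have a fitted effect of over 45% in size; temperature-sensitive fusion mutants such as fzo1-1 at 37 °C on non-fermentable ethanol glycerol medium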
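S. cerevisiae fusion-defective temperature-sensitive mutants (e.g. fzo1-1, mgm1-5) grown 48 h at 37C in YPEG (ethanol/glycerol non-fermentable) medium with 23 nl compound per well; growth rescue read as CellTiterGlo luminescence.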
TSG101-PTAP inh – qHTS Assay for Iinhibitors of HIV-1 Budding by Blocking the Interaction of PTAP/TSG101; Tumor susceptibility gene 101 protein (Homo sapiens), Q99816; Fluorescence polarization, FITC-PTAP peptide / Tsg101 binding; Potency, µM (series often up to 115 µM), for inactives: at the top dose activity change, negative = inhibition, usual class: inhibitors; 340,000 tested, under 10 active; AID 493005, 2010; active = well fitted inhibition curve with a large enough effect in the main read-out, with a control signal flat, not every such curve was filed as active; inconclusive = small, poorly fitted or top-dose-only effect, or effect the other way, or a change in a side signal; inactive = no such curve, though single readings can be large or run the other way; also: potency is read from the fitted curve at half-maximal effect; % of control where 0% means no effect
Target sequence (Q99816 whole entry, looked up): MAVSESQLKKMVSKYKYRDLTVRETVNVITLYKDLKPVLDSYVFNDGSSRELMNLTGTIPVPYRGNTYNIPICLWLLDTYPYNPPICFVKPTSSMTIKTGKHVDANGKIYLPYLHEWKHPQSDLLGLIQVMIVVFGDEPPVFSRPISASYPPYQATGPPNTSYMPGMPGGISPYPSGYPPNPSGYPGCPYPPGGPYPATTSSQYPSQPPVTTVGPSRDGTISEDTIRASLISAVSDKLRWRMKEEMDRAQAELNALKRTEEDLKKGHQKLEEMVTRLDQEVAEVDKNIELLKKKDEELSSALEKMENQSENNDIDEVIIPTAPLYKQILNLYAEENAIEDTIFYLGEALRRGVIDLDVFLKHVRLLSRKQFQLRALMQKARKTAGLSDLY
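Tsg101 binding domain (10 uM final) was mixed with compound and a FITC-labeled PTAP peptide (50 nM final) in HEPES pH 7.5 buffer with NaCl, Tween 20, EDTA and TCEP; fluorescence polarization was read after 20 min at r.t.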
TCR activator – Activators of T cell receptors: qHTS campaign; 330,000 tested, under 10 active; primary human leukocytes, anti-CD3, IL-2 HTRF, 48 h; Potency, µM (highest dose often 9.22 µM), inactives show top-dose activation of IL-2 secretion, hits mostly activators; also: % of control where 0% means no effect
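TCR engagement came from a-CD3 beads alone, with compounds added to primary human leukocytes for 48 hr. Secreted IL-2 bridged europium cryptate- and d2-labelled anti-IL-2 antibodies, giving FRET emission at 665nm after 320nm excitation.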
Chronic BCR inh – qHTS Assay to Find Inhibitors of Chronic Active B-Cell Receptor Signaling; AID 493014, 2011; Potency, µM (highest dose often 46.1 µM), for inactives: top-dose ratio change, negative = lower green/red ratio, hits mostly inhibitors; actives 0.05% (n = 340,000); ABC-DLBCL IkBa-CBG/CBR reporter, luminescence ratio, 4 h; active = well fitted inhibition curve with a large enough effect in the signal ratio, with a control signal flat, not every such curve was filed as active; inconclusive = small, poorly fitted or top-dose-only effect, or effect the other way, or a change in a side signal; the % refers to the signal ratio;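 also: potency is read from the fitted curve at half-maximal effect; plate controls were basal doxycycline-induced cells for no effect and cells given 10 µM MG132 for full effect; MG132 reads +100%, hits lower the ratio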
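Compounds up to 46 uM were incubated four hours with TMD8 cells whose green CBG68 luciferase is fused to IkappaBalpha; red CBR luminescence normalised the signal, and concentration-effect curves were fitted to fusion, red and ratio data.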
Eya2 phos inh – qHTS Assay for Inhibitors of the Phosphatase Activity of Eya2; Protein phosphatase EYA2 (Homo sapiens), O00167; actives 0.006% (n = 330,000); AID 488837, 2010; recombinant Eya2, OMFP fluorescence dephosphorylation (OMFP is methylfluorescein phosphate); Potency, µM (titrated, usually from 76.9 µM), without a hit: top-dose activity, negative = inhibition, hits mostly inhibitors; also: potency is read from the fitted curve at half-maximal effect; % is scaled to controls: 0 for no effect and ±100 for the full control effect
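Eya2 (0.2 uM) preincubated 10 min at ambient with compound, then OMFP substrate added at 50 uM; 10 min reaction in 50 mM HEPES pH 7.5, 50 mM NaCl, 5 uM MgCl2, 0.05% BSA, 1 mM DTT. Fluorescence read at Ex 485/Em 525 nm.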
TSHR antagonist – Antagonists of the Thyroid Stimulating Hormone Receptor: HTS campaign | TSHR-expressing cells, TSH-stimulated cAMP HTRF, 2 h; active compounds read low | activity change, negative = inhibition, % at 11.5 µM | actives 0.2% (n = 330,000) | Thyrotropin receptor (Homo sapiens), P16473;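 active = activity change below a set negative limit, meaning inhibition stronger than a set level, cut at about -70% in these data; inconclusive = activity change between two set negative limits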; also: % is scaled to controls: 0 for no effect and ±100 for the full control effect
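Cell-based HTRF cAMP assay; TSHR cells + compound, TSH EC80 (4nM final), 2 h, 37 deg C. Lysis with anti-cAMP cryptate and cAMP-d2, 30 min RT, read 665/620 nm.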
ELG1 DNA repair – qHTS screen for small molecules that inhibit ELG1-dependent DNA repair in human embryonic kidney (HEK293T) cells expressing luciferase-tagged ELG1; AID 504467, 2011; Potency, µM (doses to about 46.1 µM), without a hit: at the top dose activity change, negative = inhibition, most hits filed as inhibitors; actives 2.3% (n = 330,000); HEK293T ELG1-luciferase reporter, luminescence, 16 h; DNA damage induced by 5-fluorouridine; also: potency is read from the fitted curve at half-maximal effect; % is scaled to controls: 0 for no effect and ±100 for the full control effect; nearly all actives have a fitted effect of over 55% in size
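HEK293T cells expressing luciferase-tagged ELG1 (2,000/well) received 5-Fluorouridine plus compound or DMSO for 16 hr at 37 °C. Luciferase was read by ONE-Glo luminescence after 30 min at room temperature.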
USP2a block – qHTS Assay for Inhibitors of Ubiquitin-specific Protease USP2a Using CHOP2 as the Reporter | Ubiquitin carboxyl-terminal hydrolase 2 (Homo sapiens), O75604 | USP2 core, Ub-CHOP2 coupled fluorogenic reporter, 485/531 | Potency, µM (highest dose often 38.3 µM), for inactives: at the top dose activity change, negative = inhibition, usual class: inhibitors | actives 0.01% (n = 330,000) | AID 463254, 2010;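 also: potency is read from the fitted curve at half-maximal effect; plate controls were DMSO wells for no effect and full inhibition by NEM control for full effect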
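Deubiquitinase activity read as fluorescence (485/531 nm) after Ub-CHOP2 cleavage activates the enterokinase reporter on its substrate; USP2 core 10nM, Ub-CHOP2 and substrate 25nM each, 30min compound preincubation then 60min RT; data normalized to NEM, curves fitted.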
Starred values were filed as active, the others as inactive; ? = inconclusive; . = not tested or not shown; [ ] = remark or other dose. Unless noted, calls follow the shape of the dose curve; as a rule, active = well fitted curve in the direction sought with a large enough effect; inconclusive = small, poorly fitted or top-dose-only effect, or another doubt; inactive = no such curve, though single readings can be large; an effect the other way counts as inactive or inconclusive. No enrichment for hits; 3% or so of the library scored in one or more.

SMILES	uPA surface inh	B2AR arrestin	Tb PFK block	Mito fusion yeast	TSG101-PTAP inh	TCR activator	Chronic BCR inh	Eya2 phos inh	TSHR antagonist	ELG1 DNA repair	USP2a block
CCC1CCCCN1C(=O)Nc1cc(Cl)ccc1OC (configuration not stated)	1%	0.2%	1%	0%	-2%	1%	?	1%	-6	0%	0%
COc1cc(OC)c(N(C)S(=O)(=O)c2cccc(C(=O)NC(C)C3CC4CCC3C4)c2)cc1Cl (configuration not stated)	-1%	-0.3%	-6%	-2%	-5%	8%	0%	1%	2	-10%	3%
O=C(NCc1ccncc1)C1CCCN1S(=O)(=O)c1ccc(Cl)cc1 (configuration not stated)	0%	-0.5%	-22%	2%	0%	-2%	2%	13%	3	-9%	1%
CCOc1ccccc1C1CC(c2ccccc2)Nc2nc(N)nn21 (configuration not stated)	11%	0.2%	-2%	0%	0%	-1%	-6%	10%	22	?	0%
C=CCNC(=S)NNC(=O)c1cc(Cl)ccc1OC	-1%	0.5%	1%	-4%	0%	2%	3%	-4%	0	-2%	0%
CCC(C)N(C)C1CCN(C(=S)Nc2ccc(OC)cc2)CC1 (configuration not stated)	1%	0.0%	0%	30%	1%	0%	1%	-12%	2	-14%	-5%
O=c1oc2cc([N+](=O)[O-])ccc2nc1/C=C(\O)c1cccc(Br)c1	0%	-1.0%	-10%	-4%	?	3%	6%	-8%	-7	-18%	-2%
CCc1nnc(NC(=O)c2cccc(S(=O)(=O)N3CCCCC3)c2)s1	5%	-0.8%	1%	-1%	-1%	6%	-8%	1%	9	5%	0%
COc1ccc(OCCNS(=O)(=O)c2ccccc2)cc1	-5%	-0.3%	-2%	-1%	1%	-4%	?	5%	-2	-1%	-2%
CC(C)N(C)Cc1nnnn1CC(=O)N(C)Cc1ccc(F)cc1	-21%	0.0%	0%	2%	-5%	.	-3%	2%	-2	-21%	-1%
Cc1nn(Cc2ccccc2)c(C)c1C(=O)NCCN1C(=O)S/C(=C\c2ccc(F)cc2)C1=O	0%	-1.3%	4%	2%	1%	1%[46.1 µM]	0%	-3%	21	9%	2%
Cc1cccc(OCC(=O)NC2CCCC2)c1	1%	0.4%	0%	-7%	-1%	-8%	0%	8%	22	?	2%
CCOC(=O)C1=NN(C(=O)c2ccc(C)cc2)C(O)(c2ccc(Cl)cc2)C1 (configuration not stated)	3%	-0.4%	3%	-1%	-4%	-5%	-29%	2%	11	10%	2%
O=C(COc1ccc(Br)cc1)NCCCNC(=O)c1cccnc1	-5%	7.3%	-1%	0%	-8%	1%	-1%	5%	-1	1%	-2%
O=C1C2CC=C(Cl)CC2C(=O)N1c1ncn[nH]1 (configuration not stated)	-2%	-0.5%	-28%	-3%	-7%	5%[46.1 µM]	-1%	-1%	-8	7%	0%
O=C(Nc1cccnc1Cl)C1CCCN(c2ncnc3c2nc2n3CCCCC2)C1 (configuration not stated)	8%	0.0%	-5%	8%	1%	1%	0%	2%	28	15µM*	-1%
COCCNCC(=O)Nc1ccccc1Sc1ccccc1	9%	-0.3%	1%	-3%	-7%	-1%[46.1 µM]	4%	-3%	18	-5%	3%
CCOC(=O)C1CCCN(CC(=O)Nc2nccs2)C1 (configuration not stated)	-1%	0.4%	0%	-1%	-1%	.	-15%	2%	41	5%	-2%
O=C(NCCc1ccc(Cl)cc1)c1cnccn1	0%	-0.5%	-2%	-2%	-2%	0%	?	9%	24	?	2%
CCCCNC(=O)C(=O)N/N=C/c1ccc(OCc2ccccc2)cc1	?	0.3%	1%	0%	1%	-3%	-8%	6%	1	6%	2%
Cc1cccc(NC(=O)CN(C)C(C)C(=O)Nc2ccc(S(=O)(=O)N3CCCC3)cc2)c1C (configuration not stated)	-2%	-0.3%	0%	-4%	4%	5%	2%	-26%	0	-19%	1%
O=C(O)C1=C[C@H](c2ccccc2)C[C@H](OCc2ccc(CO)cc2)O1	1%	-0.2%	-3%	-2%	.	2%	0%	5%	-3	3%	0%
CC(=O)/C(=N/Nc1ccc(C)cc1)Sc1nnc(CCc2ccccc2)n1-c1ccccc1	8%	-0.5%	5%	-3%	-2%	3%[46.1 µM]	7%	1%	7	-24%	1%
O=c1c2ccccc2nnn1COc1cccc(Cl)c1	3%	-0.1%	2%	1%	-1%	-9%	?	-16%	-10	?	6%
Oc1[nH]c2ccccc2c1C=NCC1CCCO1 (configuration not stated)	1%	0.2%	-7%	-1%	-2%	6%	-17%	-6%	9	16%	3%

Three entries from above, arranged by formula weight, lowest first:
SMILES	uPA surface inh	B2AR arrestin	Tb PFK block	Mito fusion yeast	TSG101-PTAP inh	TCR activator	Chronic BCR inh	Eya2 phos inh	TSHR antagonist	ELG1 DNA repair	USP2a block
Cc1cccc(OCC(=O)NC2CCCC2)c1	1%	0.4%	0%	-7%	-1%	-8%	0%	8%	22	?	2%
CCC(C)N(C)C1CCN(C(=S)Nc2ccc(OC)cc2)CC1 (configuration not stated)	1%	0.0%	0%	30%	1%	0%	1%	-12%	2	-14%	-5%
Cc1nn(Cc2ccccc2)c(C)c1C(=O)NCCN1C(=O)S/C(=C\c2ccc(F)cc2)C1=O	0%	-1.3%	4%	2%	1%	1%[46.1 µM]	0%	-3%	21	9%	2%

3 entries from above, ordered by the number in TCR activator, lowest first:
SMILES	TCR activator
O=c1c2ccccc2nnn1COc1cccc(Cl)c1	-9%
CCC1CCCCN1C(=O)Nc1cc(Cl)ccc1OC (configuration not stated)	1%
O=C(O)C1=C[C@H](c2ccccc2)C[C@H](OCc2ccc(CO)cc2)O1	2%

The listing continues.
SMILES	uPA surface inh	B2AR arrestin	Tb PFK block	Mito fusion yeast	TSG101-PTAP inh	TCR activator	Chronic BCR inh	Eya2 phos inh	TSHR antagonist	ELG1 DNA repair	USP2a block
CCN(C(=O)CSc1nnnn1C)c1c(N)n(Cc2ccccc2)c(=O)[nH]c1=O	2%	-0.2%	-1%	1%	-5%	-3%	-1%	11%	1	0%	1%
Cc1oc(-c2ccc(Cl)cc2)nc1CN1CCC(C(=O)NCCCN2CCCC(C)C2)CC1 (configuration not stated)	?	0.0%	-1%	7%	-2%	3%	?	1%	6	6%	0%
COc1ccccc1C(=O)NCC(=O)N/N=C/c1cn[nH]c1-c1ccccc1	2%	0.2%	1%	4%	1%	.	6%	8%	4	?	2%
CN(CC(=O)NC1CCCCCC1)S(=O)(=O)c1ccc(F)cc1	5%	0.4%	4%	1%	-6%	2%	1%	1%	14	7%	1%
COc1cccc(NC(=O)N2CCC(C(N)=O)(N3CCCCC3)CC2)c1	-4%	-0.3%	-3%	0%	-3%	3%	-17%	-5%	4	1%	0%
Cn1c(CC(=O)NNC(=O)c2ccc(Cl)nc2)nc2ccccc21	4%	-0.7%	1%	.	-2%	-2%	?	-6%	-1	1%	-1%
COc1ccccc1-n1c(SCC(=O)N(C)C2CCS(=O)(=O)C2)nc2ccccc2c1=O (configuration not stated)	.	-0.1%	-4%	-1%	-5%	4%	0%	0%	4	?	2%
COc1ccc(C2Nc3ccccc3C(=O)N2c2ccc(C)cc2)cc1Cn1nnc2ccccc21 (configuration not stated)	-10%	-0.3%	-3%	2%	-2%	1%	-7%	1%	0	?	1%

Bioassay records deposited in PubChem by National Center for Advancing Translational Sciences (NCATS).
